Tau FP inhib = blocks human tau fibril formation measured by polarization; P10636; K18 P301L tau heparin fibrillization, Alexa594 FP, 6 h; Potency, µM (highest dose often 57.7 µM), without a hit: at the top dose activity, negative = inhibition, actives largely listed as inhibitors; 0.39% of 280,000 active; AID 1468; also: nearly all actives have a fitted effect of over 55% in size
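Recombinant K18 P301L […], labeled with Alexa 594 at 0.24 uM over 15 uM unlabeled; heparin inducer 20 uM final; 37 C, 6 hr; FP endpoint.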
Tau fibril ThT = blocks human tau fibril formation measured by thioflavin T. recombinant tau K18 P301L (four-repeat tau fragment), heparin-induced fibrillization, ThT fluorescence. P10636. 2.1% of 270,000 active. Potency, µM (series often up to 57.4 µM), inactives show at the highest dose activity, negative = inhibition, most hits filed as inhibitors; also: nearly all actives have a fitted effect of over 55% in size
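Heparin-induced fibrillization of the P301L-mutant K18 repeat-domain fragment of human tau was followed by ThT binding in quantitative high-throughput format.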
RGS12 GoLoco inh = inhibitors of human Gai1-RGS12 GoLoco interaction (red fluorophore) | AID 880 | Potency, µM (titrated, usually from 61.6 µM), inactives show at the highest dose activity, negative = inhibition, actives largely listed as inhibitors | Gai1:RGS12 GoLoco peptide FP, rhodamine, 10 min | 0.44% of 230,000 active | P63096; active = well fitted inhibition curve with a large enough effect, not every such curve was filed as active; inactive = no such curve, though single readings can be large or run the other way; also: nearly all actives have a fitted effect of over 30% in size; many of its hits are not listed in these tables
RECQ1 helicase = RECQ1 (human) helicase inhibition | RECQ1 DNA unwinding, red fluorescence kinetic read | Potency, µM (highest dose often 57.3 µM), without a hit: at the highest dose activity, negative = inhibition, most hits filed as inhibitors | 0.54% of 240,000 active;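 also: plate controls were vehicle for no effect and no enzyme for full effect; nearly all actives have a fitted effect of over 30% in size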
Target sequence (P46063 whole entry, looked up): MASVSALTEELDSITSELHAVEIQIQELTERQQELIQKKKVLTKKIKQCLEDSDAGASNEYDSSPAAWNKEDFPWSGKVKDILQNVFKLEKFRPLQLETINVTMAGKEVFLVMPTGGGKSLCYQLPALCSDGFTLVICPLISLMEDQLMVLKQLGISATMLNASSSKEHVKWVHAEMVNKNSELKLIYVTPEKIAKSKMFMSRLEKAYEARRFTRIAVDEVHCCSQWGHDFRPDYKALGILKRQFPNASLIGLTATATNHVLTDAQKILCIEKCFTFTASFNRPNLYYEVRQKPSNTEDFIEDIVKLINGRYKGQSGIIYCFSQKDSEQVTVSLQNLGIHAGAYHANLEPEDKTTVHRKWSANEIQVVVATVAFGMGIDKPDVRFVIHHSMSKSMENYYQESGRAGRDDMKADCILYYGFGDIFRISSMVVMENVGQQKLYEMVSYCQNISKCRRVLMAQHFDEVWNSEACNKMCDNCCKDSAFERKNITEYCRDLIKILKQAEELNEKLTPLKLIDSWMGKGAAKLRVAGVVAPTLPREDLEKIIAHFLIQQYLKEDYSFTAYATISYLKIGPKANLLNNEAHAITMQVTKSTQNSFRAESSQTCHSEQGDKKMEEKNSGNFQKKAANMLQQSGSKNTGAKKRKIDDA
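RECQ1T1 50 nM; forked duplex (20 bp + 30-nt ss tails) 200 nM, ATP 2 mM final; pH 8.0, 2 mM MgCl2, 2.5 ug/ml poly(dI-dC); 15 min compound preincubation; discontinuous kinetic read over 2 h at RT.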
KDM4E inh = inhibitors of human JMJD2E histone demethylase; Potency, µM (doses to about 57.1 µM), for inactives: at the top dose activity change, negative = inhibition, usual class: inhibitors; AID 2147; B2RXH2; JMJD2E catalytic domain, FDH-coupled NADH fluorescence (FDH is formaldehyde dehydrogenase); 1.6% of 230,000 active; active = well fitted inhibition curve with a large enough effect, not every such curve was filed as active; inconclusive = small, poorly fitted or top-dose-only effect, or another doubt; inactive = no such curve, though single readings can be large or run the other way;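 also: 0% = wells with enzyme and -100% = buffer wells without enzyme; nearly all actives have a fitted effect of over 50% in size; many of its hits are not listed in these tables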
L3MBTL1 inh = blocks human L3MBTL1; AlphaScreen L3MBTL1–H3K9me1 peptide binding; Potency, µM (titrated, usually from 57.1 µM), for inactives: top-dose activity, negative = inhibition, actives largely listed as inhibitors; 0.66% of 230,000 active; also: nearly all actives have a fitted effect of over 60% in size
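Displacement of a biotinylated histone H3(1-15) peptide monomethylated at Lys9 (75 nM) from L3MBTL1 (50 nM) was measured by AlphaScreen after a 30 min room-temperature compound incubation; cefsulodin titration served as intraplate control.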
TRb SRC2 PPI = inhibitors of human thyroid hormone receptor beta-SRC2 interaction; P10828; TRbeta-SRC2 peptide binding, fluorescence polarization; receptor liganded with 1 µM T3; Potency, µM (titrated, usually from 106 µM), without a hit: top-dose activity change, negative = inhibition, hits mostly inhibitors; 0.065% of 280,000 active;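 also: plate controls were bound peptide for no effect and peptide without receptor for full effect; nearly all actives have a fitted effect of over 50% in size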
Target sequence (P10828 whole entry, looked up): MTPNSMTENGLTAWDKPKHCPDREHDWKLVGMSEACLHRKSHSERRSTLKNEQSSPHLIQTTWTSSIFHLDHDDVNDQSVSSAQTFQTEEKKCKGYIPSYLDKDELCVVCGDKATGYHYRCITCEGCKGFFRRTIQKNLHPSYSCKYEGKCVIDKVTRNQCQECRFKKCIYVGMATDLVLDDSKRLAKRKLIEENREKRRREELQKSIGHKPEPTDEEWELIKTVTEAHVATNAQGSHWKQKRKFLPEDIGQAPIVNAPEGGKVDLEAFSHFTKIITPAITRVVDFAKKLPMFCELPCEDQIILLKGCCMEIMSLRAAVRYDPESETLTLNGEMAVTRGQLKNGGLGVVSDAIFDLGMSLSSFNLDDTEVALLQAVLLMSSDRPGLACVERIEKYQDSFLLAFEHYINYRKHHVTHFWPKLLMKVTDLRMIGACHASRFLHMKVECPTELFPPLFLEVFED
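Human TRb ligand-binding domain (0.6 uM) is mixed with 20 nM Texas Red SRC2 peptide and 1 uM T3; after compound addition and 5 hr at ambient temperature, polarization is measured and normalized to unbound and bound controls.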
TR SRC2 fluor cs = counter-screen for TRb-SRC2 inhibitors: fluorescence interference; 0.29% of 280,000 active; TRb/SRC2 Texas Red total fluorescence interference; Potency, µM (doses to about 106 µM), without a hit: at the highest dose fluorescence change, negative = quenching; active = well fitted curve in either direction with a large enough effect; inconclusive = small, poorly fitted or top-dose-only effect
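Human TRb ligand-binding domain at 0.6 uM with 20 nM Texas Red SRC2 peptide in Tris buffer containing 1 uM T3 and 5% DMSO, incubated with compound 5 h at ambient temperature. Total fluorescence (555/632 nm) calculated as parallel + 2 × perpendicular.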
Numbers without * were called inactive; & = joins results of further samples; [ ] = remark or other dose. Unless noted, calls follow the shape of the dose curve; as a rule, active = well fitted curve in the direction sought with a large enough effect; inconclusive = small, poorly fitted or top-dose-only effect, or another doubt; inactive = no such curve, though single readings can be large; an effect the other way counts as inactive or inconclusive. Unless noted, % is scaled to controls: 0 for no effect and ±100 for the full control effect; potency is read from the fitted curve at half-maximal effect.

The first 2 entries, to show the layout:
Screening COc1cccc(CNc2nc3nc(C)cc(C)n3n2)c1 returned Tau FP inhib 6.3%, Tau fibril ThT -3.2%, RGS12 GoLoco inh 4.0%, RECQ1 helicase -17.1%, KDM4E inh inconclusive, TRb SRC2 PPI -5.6% and TR SRC2 fluor cs -1.3%.
Cc1ccc(Cl)c(OC(=O)c2ccc(N3CCOCC3)c([N+](=O)[O-])c2)c1 was read as Tau FP inhib -15.8%, Tau fibril ThT inconclusive, RGS12 GoLoco inh 3.2%, RECQ1 helicase -7.0%, KDM4E inh -2.2%, L3MBTL1 inh -29.3%, TRb SRC2 PPI -11.3% and TR SRC2 fluor cs -5.5%.

Main list, repeating the preview:
Screening COc1cccc(CNc2nc3nc(C)cc(C)n3n2)c1 returned Tau FP inhib 6.3%, Tau fibril ThT -3.2%, RGS12 GoLoco inh 4.0%, RECQ1 helicase -17.1%, KDM4E inh inconclusive, TRb SRC2 PPI -5.6% and TR SRC2 fluor cs -1.3%.
Cc1ccc(Cl)c(OC(=O)c2ccc(N3CCOCC3)c([N+](=O)[O-])c2)c1 was read as Tau FP inhib -15.8%, Tau fibril ThT inconclusive, RGS12 GoLoco inh 3.2%, RECQ1 helicase -7.0%, KDM4E inh -2.2%, L3MBTL1 inh -29.3%, TRb SRC2 PPI -11.3% and TR SRC2 fluor cs -5.5%.
Screening Cc1sc2ncn(CC(=O)N3CCN(c4ccccc4F)CC3)c(=O)c2c1S(=O)(=O)N1CCC(C)CC1 returned Tau FP inhib inconclusive, Tau fibril ThT -12.5%, TRb SRC2 PPI -2.4% and TR SRC2 fluor cs -1.4%.
For Cc1nc2c(C(=O)NCc3ccc4c(c3)OCO4)c[nH]n2c(=O)c1Cl the results were Tau FP inhib -0.5%, Tau fibril ThT inconclusive, RGS12 GoLoco inh 0.8%, RECQ1 helicase inactive, KDM4E inh inconclusive, L3MBTL1 inh 6.9%, TRb SRC2 PPI -15.1% and TR SRC2 fluor cs -8.9%.
CCCCC(CC)CNC(=O)c1ncn[nH]1 (stereo unspecified) was read as Tau FP inhib 1.8%, Tau fibril ThT -3.9%, RGS12 GoLoco inh 10.5%, RECQ1 helicase inactive, KDM4E inh -4.8%, L3MBTL1 inh -4.0%, TRb SRC2 PPI -1.5% and TR SRC2 fluor cs -2.0%.
`CC(C)(C)C(=O)Nc1cccc(OC(F)(F)C(F)Cl)c1` (stereo unspecified) gave Tau FP inhib -4.2%, Tau fibril ThT -6.7%, RGS12 GoLoco inh -5.8%, RECQ1 helicase inactive, KDM4E inh -7.9%, L3MBTL1 inh 4.1%, TRb SRC2 PPI -0.1% and TR SRC2 fluor cs -4.3%.
CCOc1ccc(S(=O)(=O)N(C(C)=O)c2ccc3oc(C)c(C(=O)OC)c3c2)cc1 was read as Tau FP inhib 1.6%, Tau fibril ThT inconclusive, TRb SRC2 PPI 4.7% and TR SRC2 fluor cs 0.0%.
Screening O=C(COc1ccccc1)NCC(=O)Nc1ccc(S(=O)(=O)NCc2ccco2)cc1 returned Tau FP inhib inconclusive, Tau fibril ThT 1.5%, RGS12 GoLoco inh 1.9%, RECQ1 helicase inactive, KDM4E inh -0.5%, TRb SRC2 PPI -0.6% and TR SRC2 fluor cs 0.4%.
COc1ccc(C2CC(O)(c3ccccc3)Oc3cc(OC)cc(OC)c32)cc1 (stereo unspecified) was read as Tau FP inhib 2.4%, Tau fibril ThT 4.8%, RGS12 GoLoco inh -9.0%, RECQ1 helicase -11.0%&-14.1%, KDM4E inh -1.8%, TRb SRC2 PPI -5.8%&-6.2% and TR SRC2 fluor cs 1.2%&-1.0%.
Cc1cc(OCC(=O)Nc2ccc(S(=O)(=O)NC3=NCCCCC3)cc2)c(C(C)C)cc1Cl was read as Tau FP inhib -18.3%, Tau fibril ThT -4.4%, RGS12 GoLoco inh -5.5%, RECQ1 helicase -16.6%, KDM4E inh -8.7%, L3MBTL1 inh -10.9%, TRb SRC2 PPI -4.6% and TR SRC2 fluor cs -1.2%.
Screening Cc1csc(B(O)O)c1 returned Tau FP inhib -0.4%, Tau fibril ThT -10.2%, RGS12 GoLoco inh 4.6%, RECQ1 helicase inactive, KDM4E inh 14.7%, TRb SRC2 PPI -2.9% and TR SRC2 fluor cs -3.0%.
Screening CCOC(=O)C(C)Oc1nc(Oc2ccccc2)nc(N(C)C)n1 (stereo unspecified) returned Tau FP inhib -8.0%, Tau fibril ThT -8.3%, RGS12 GoLoco inh -1.4%, RECQ1 helicase inactive, KDM4E inh 1.9%, TRb SRC2 PPI -5.9% and TR SRC2 fluor cs -7.2%.
For O=C(CSc1nccc(=O)[nH]1)N1CCc2ccccc2C1 the results were Tau FP inhib -9.1%, Tau fibril ThT -4.7%, RGS12 GoLoco inh 4.7%, RECQ1 helicase -2.4%, KDM4E inh -8.4%, TRb SRC2 PPI -18.1% and TR SRC2 fluor cs 0.1%.
Cc1[nH]nc(N)c1-c1ccccc1 was read as Tau FP inhib -2.1%, Tau fibril ThT 9.9%, RGS12 GoLoco inh 25.4%, RECQ1 helicase 0.9%, KDM4E inh -2.9%, L3MBTL1 inh -5.7%, TRb SRC2 PPI -2.5% and TR SRC2 fluor cs -2.8%.
CC1CCc2sc(C(=O)OCC(=O)NC(N)=O)cc2C1 (stereo unspecified) was read as Tau FP inhib -8.0%, Tau fibril ThT -3.8%, RGS12 GoLoco inh 6.7%, RECQ1 helicase -13.9%, KDM4E inh -4.4%, L3MBTL1 inh -3.9%, TRb SRC2 PPI 0.4% and TR SRC2 fluor cs -6.5%.
`Cc1cc(C(=O)Nc2cccc(S(=O)(=O)N3CCCCC3)c2)c2ccccc2n1` gave Tau FP inhib -0.7%, Tau fibril ThT -1.9%, RGS12 GoLoco inh 4.7%, RECQ1 helicase -18.9%, KDM4E inh 1.5%, L3MBTL1 inh -12.5%, TRb SRC2 PPI 5.5% and TR SRC2 fluor cs -1.1%.
Screening c1cncc(-c2nc(NCCCn3ccnc3)c3ccccc3n2)c1 returned Tau FP inhib -3.2%, Tau fibril ThT -3.9%, RGS12 GoLoco inh -3.9%, RECQ1 helicase -4.1%, KDM4E inh -2.4%, TRb SRC2 PPI -9.1% and TR SRC2 fluor cs -2.6%.
Screening CCOC(=O)c1c(NC(=O)/C=C/c2ccc(OC)cc2)sc2c1CCC(C)C2 (stereo unspecified) returned Tau FP inhib -11.0%, Tau fibril ThT -13.2%, TRb SRC2 PPI -4.7% and TR SRC2 fluor cs inconclusive.
`Cc1ccc(C2Oc3ccccc3C3=C2C(c2cccs2)n2ncnc2N3)cc1` (stereo unspecified) gave Tau FP inhib inconclusive, Tau fibril ThT -16.0%, RGS12 GoLoco inh 17.8%, RECQ1 helicase -24.0%, KDM4E inh inconclusive, L3MBTL1 inh -13.7%, TRb SRC2 PPI 8.1% and TR SRC2 fluor cs -0.6%.
O=C(NCc1ccccn1)c1ccc([N+](=O)[O-])cc1 was read as Tau FP inhib 0.0%, Tau fibril ThT 1.0%, RGS12 GoLoco inh -3.8%, RECQ1 helicase -5.0%, KDM4E inh 0.1%, L3MBTL1 inh -4.3%, TRb SRC2 PPI -3.4% and TR SRC2 fluor cs -2.2%.
`COC(=O)C1=C(C)NC(=S)NC1c1ccc(-c2cc(Cl)ccc2Cl)o1` (stereo unspecified) gave Tau FP inhib -17.0%, Tau fibril ThT -3.1%, RGS12 GoLoco inh 17.2%, RECQ1 helicase -6.6%, KDM4E inh -5.6%, TRb SRC2 PPI -6.1% and TR SRC2 fluor cs -1.3%.
COc1nn(-c2nc(-c3ccccc3)cc(C(F)(F)F)n2)cc1[N+](=O)[O-] was read as Tau FP inhib inconclusive, Tau fibril ThT -5.5%, RGS12 GoLoco inh 7.4%, RECQ1 helicase -6.3%, KDM4E inh 0.2%, L3MBTL1 inh 2.8%, TRb SRC2 PPI 1.5% and TR SRC2 fluor cs 0.1%.
Screening Cn1c(NC(=O)/C=C/c2ccc(Cl)c(Cl)c2)cc(=O)n(C)c1=O returned Tau FP inhib inconclusive, Tau fibril ThT -12.2%, RGS12 GoLoco inh -2.4%, RECQ1 helicase inactive, KDM4E inh -7.4%, L3MBTL1 inh 7.6%, TRb SRC2 PPI -3.7% and TR SRC2 fluor cs 1.0%.
Screening O=C(NCCN=C1NS(=O)(=O)c2ccccc21)c1ccc2nccnc2c1 returned Tau FP inhib inconclusive, Tau fibril ThT inconclusive, RGS12 GoLoco inh 18.2%, RECQ1 helicase -21.9%, KDM4E inh -5.4%, L3MBTL1 inh -15.3%, TRb SRC2 PPI -14.6% and TR SRC2 fluor cs -4.5%.
Screening O=C(CN1CCN(c2ccc(O)cc2)CC1)Nc1ccc(SC(F)F)cc1 returned Tau FP inhib 10.8%, Tau fibril ThT inconclusive, RGS12 GoLoco inh -6.5%, RECQ1 helicase -7.2%, KDM4E inh inconclusive, L3MBTL1 inh -0.9%, TRb SRC2 PPI -7.7% and TR SRC2 fluor cs -0.3%.
For C=CCOC(=O)C1=C(C)NC(=S)C(C#N)(CC=C)C1c1ccccc1Cl (stereo unspecified) the results were Tau FP inhib inconclusive, Tau fibril ThT -12.8%, RGS12 GoLoco inh 5.6%, RECQ1 helicase -8.9%, KDM4E inh -8.1%, L3MBTL1 inh -7.6%, TRb SRC2 PPI 5.6% and TR SRC2 fluor cs -2.3%.
Screening CCc1n[nH]c(=S)n1/N=C/c1ccc(N(C)c2ccccc2)cc1 returned Tau FP inhib 0.8%, Tau fibril ThT inconclusive, RGS12 GoLoco inh 11.7%, RECQ1 helicase -2.2%, KDM4E inh inconclusive, L3MBTL1 inh -21.3%, TRb SRC2 PPI 7.5% and TR SRC2 fluor cs 1.7%.
`CSc1nc2cc(S(=O)(=O)N3CCCCC3)ccc2s1` gave Tau FP inhib -13.3%, Tau fibril ThT -6.0%, RGS12 GoLoco inh 3.4%[14.2 µM], RECQ1 helicase -11.6%, KDM4E inh 2.8%, L3MBTL1 inh 6.5%, TRb SRC2 PPI -1.3% and TR SRC2 fluor cs -7.3%.
CCCC(c1nnnn1CCc1ccccc1)N1CCN(C(=O)c2ccco2)CC1 (stereo unspecified) was read as Tau FP inhib 5.4%, Tau fibril ThT -4.1%, RECQ1 helicase -6.2%, KDM4E inh 4.0%, L3MBTL1 inh 2.3%, TRb SRC2 PPI -1.0% and TR SRC2 fluor cs -0.7%.

Compound activity (PubChem BioAssay)

These rows are one share of the data, so the mix of outcomes need not match the whole.
